AMA1 RON2 block: qHTS for Inhibitors of AMA1-RON; Towards Development of Antimalarial Drug Lead: Primary Screen | Potency, µM (top dose mostly 58.2 µM), inactives show top-dose activity change, negative = inhibition, actives largely listed as inhibitors | AlphaScreen AMA1-biotinylated RON2 peptide binding | 360,000 tested, 0.2% active;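 further: potency means the concentration at half of the fitted maximal effect; 0% = vehicle wells and -100% = peptide control; nearly all actives have a fitted effect of over 45% in size; some results filed as inactive show a strong effect at the top dose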
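AMA1 (3D7) with his tag at 25 nM final met compounds first, then biotinylated RON2 peptide at 25 nM; detection used donor plus acceptor beads, 10 µg/mL apiece, read by AlphaScreen after 30 min at room temperature.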
TbPYK inhibitor: qHTS of Trypanosoma Brucei Inhibitors. pyruvate kinase (Trypanosoma brucei), Q57TT1. TbPYK enzyme, Kinase-Glo Plus ATP luminescence, 45 min. Potency, µM (series often up to 76.8 µM), without a hit: at the top dose activity, negative = inhibition, hits mostly inhibitors. 410,000 tested, 0.12% active. AID 624173, 2012; further: potency means the concentration at half of the fitted maximal effect; on the % scale 0 is the no-effect control and ±100 the full control effect; nearly all actives have a fitted effect of over 50% in size
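Luminescent Kinase-Glo Plus end-point after 45 min room-temperature reaction of T. brucei pyruvate kinase started with 130 uM ADP (final). Buffer TEA 50 mM pH 7.2 with KCl, MgCl2, BSA, Tween-20; titration-based qHTS with fitted concentration-effect curves.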
Pf growth 48h: Primary qHTS for delayed death inhibitors of the malarial parasite plastid, 48 hour incubation. P. falciparum luciferase growth in erythrocytes, 48 h. Potency, µM (doses to about 28.7 µM), inactives show top-dose activity change, negative = inhibition, usual class: inhibitors. 310,000 tested, 5.9% active. AID 504832, 2011; further: potency means the concentration at half of the fitted maximal effect; on the % scale 0 is the no-effect control and ±100 the full control effect
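Read-out is firefly luciferase luminescence from an integrated reporter in P. falciparum, so falling signal marks reduced parasite growth. Infected erythrocytes were at 2% hematocrit and 0.1% parasitemia (final) in Albumax-supplemented RPMI 1640.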
LmPK inhibitor: qHTS Assay for Inhibitors of Leishmania Mexicana Pyruvate Kinase (LmPK); AID 1721, 2009; Q27686; Potency, µM (top dose mostly 57.5 µM), for inactives: at the highest dose activity change, negative = inhibition, actives largely listed as inhibitors; 290,000 tested, 0.37% active; purified LmPK, Kinase-Glo ATP luminescence, 1 h; further: potency means the concentration at half of the fitted maximal effect; on the % scale 0 is the no-effect control and ±100 the full control effect
Target sequence (Q27686 whole entry, looked up): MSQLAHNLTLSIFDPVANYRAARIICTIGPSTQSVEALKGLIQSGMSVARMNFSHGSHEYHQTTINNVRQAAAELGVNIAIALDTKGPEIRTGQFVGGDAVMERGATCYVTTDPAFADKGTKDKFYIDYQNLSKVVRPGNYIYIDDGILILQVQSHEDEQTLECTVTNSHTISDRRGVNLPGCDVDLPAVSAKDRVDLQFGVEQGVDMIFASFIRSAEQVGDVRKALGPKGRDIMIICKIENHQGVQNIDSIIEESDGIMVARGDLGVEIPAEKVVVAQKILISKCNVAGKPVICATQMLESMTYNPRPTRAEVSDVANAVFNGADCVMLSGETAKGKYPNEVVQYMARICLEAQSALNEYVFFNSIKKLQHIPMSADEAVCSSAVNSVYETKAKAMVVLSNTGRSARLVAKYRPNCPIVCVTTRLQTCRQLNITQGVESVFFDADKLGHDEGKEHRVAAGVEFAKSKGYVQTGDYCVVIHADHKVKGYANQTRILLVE
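In 50 mM imidazole pH 7.2 with 7 mM MgCl2, LmPK (0.1 nM) turned over PEP (0.5 mM) and ADP (0.1 mM) for 1 h at room temperature. Luciferase read-out of ATP.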
CHX counter: Cycloheximide Counterscreen for Small Molecule Inhibitors of Shiga Toxin; AID 2314, 2010; max response, %; 300,000 tested, 12% active; cell reporter, cycloheximide protein synthesis inhibition counterscreen; in the data active means max response mostly above about 13%, no sharp cut-off; inactive means mostly below about 14%; further: read at 38.3 µM for the half of the compounds with a filed dose; 0% is about no effect
Pf growth 96h: Primary qHTS for delayed death inhibitors of the malarial parasite plastid, 96 hour incubation. P. falciparum luciferase reporter growth, 96 h. Potency, µM (top dose mostly 28.7 µM), for inactives: at the top dose activity change, negative = inhibition, usual class: inhibitors. 320,000 tested, 6.9% active; further: potency means the concentration at half of the fitted maximal effect; on the % scale 0 is the no-effect control and ±100 the full control effect
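Two parasite generations (96 h, 37 C, 5% CO2) of compound exposure in infected erythrocytes (0.05% parasitemia, 2% hematocrit). Luciferase-reporter P. falciparum; decreased luminescence indicates inhibited growth, aimed at apicoplast-acting delayed death.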
Shiga inhibitor: A qHTS for Small Molecule Inhibitors of Shiga Toxin | inhibition, % at 38.7 µM | Vero cells, Shiga toxin protein synthesis inhibition reporter | 290,000 tested, 9.2% active | AID 2315, 2010; in the data active means inhibition mostly above about 28%, no sharp cut-off; inactive means mostly below about 43%; further: 0% is about no effect
An asterisk follows results filed as active; ? = inconclusive; / = not tested or not shown; & = joins results of further samples; [ ] = remark or other dose. Unless noted, the call rests on the fitted dose curve; in most records, active means well fitted curve in the direction sought with a large enough effect; inconclusive means small, poorly fitted or top-dose-only effect, or another doubt; inactive means no such curve, though single readings can be large; an effect the other way counts as inactive or inconclusive.

SMILES	AMA1 RON2 block	TbPYK inhibitor	Pf growth 48h	LmPK inhibitor	CHX counter	Pf growth 96h	Shiga inhibitor
O=C(CN1C(=O)C(c2ccc(F)cc2)=NC12CCCC2)Nc1ccc(F)cc1	9%	-12%	0%	9%	2	11%	-22
COC(=O)C(O)(c1ccc(NC(=O)c2cccs2)c(C)c1)C(F)(F)F (centres undefined)	-17%	1%	12%	0%	-1	39%[activator]	3
S=c1[nH]nc(Cc2ccccc2)n1-c1cccc2ccccc12	105%[activator]	3.5µM*	31%[activator]	10µM*	-4	-4%	-1
O=Cc1ccc(C(=O)OCC(=O)Nc2ccc(F)cc2F)cc1	12%	-1%	27%	-5%	-5	10%	31
C=CCn1c(COc2cccc3cccnc23)nnc1SCC(=O)O	14%	-10%	0%	-9%	-2	/	-13
Cc1cc(C)nc(Nc2nc3ccccc3[nH]2)n1	-1%	-8%	90%[activator]	2%	29*	10%	90*
CCOC(=O)C1=C(C)NC(=O)NC1c1ccc(Br)s1 (centres undefined)	-1%	-13%	4%	3%	-4	/	-4
CS/C(=C\[N+](=O)[O-])Nc1ccc(C)cc1	-4%	2%	?	4%	12	?	16
CC1(C)Cc2c(c(N3CCOCC3)nc3sc4c(N5CCOCC5)nnnc4c23)CS1	/	/	-26%	3%	5	?	-6
O=C(Nc1ccc(Cl)cc1)c1cccc(NC2=NC3CS(=O)(=O)CC3S2)c1 (centres undefined)	39%[activator]	0%	25%	3%	2	33%[activator]	-4
CN(C)C(CNS(=O)(=O)c1ccc2ccccc2c1)c1ccccc1 (centres undefined)	-12%	-6%	?	-9%	5	1%	0
Cc1c(NC(=O)C(C)OC(=O)CCOc2ccccc2)c(=O)n(-c2ccccc2)n1C (centres undefined)	-7%	-5%	2%	/	/	76%[activator]	/
CCOC(=O)c1ccc(NS(=O)(=O)c2cc(-c3nnnn3C(C)C)ccc2OC)cc1	-12%	2%	0%	2%	9	7%	18
O=C(Nc1nc(N2C(=O)c3ccccc3C2=O)n(-c2ccccc2)n1)c1ccccc1	12%	1%	37%[activator]	2%	11	17%	35*
CCOc1ccc(-c2nnn(CC(=O)N3CCN(c4ccc(OC)cc4)CC3)n2)cc1OCC	-14%	-10%	?	6%	-3	-5%	25
CCC(=O)N1C(C(=O)NCc2ccc(OC)cc2)CSC1c1ccc(OC)cc1 (centres undefined)	-5%	1%	/	5%	0	?	-6
O=C(CCc1nnc(-c2ccc(-c3ccccc3)cc2)o1)N1CCCCC1	-4%	0%	?	3%	49*	-19%	69*
OCC[C@@H]1C[C@H](O)[C@@H](O)[C@@]2(Cc3ccccc3CO2)O1	-3%	2%	14%	-4%	-1	19%	-2
O=[N+]([O-])c1ccccc1S(=O)(=O)Nc1ccc(-c2ccc3nncn3n2)cc1	10%	-2%	6%	/	/	-26%	/
COc1ccccc1Nc1nc(NCCO)c2ccccc2n1	/	/	?	-2%	9	?	4
CN(C)CCNC(=O)c1cc2cc(Br)ccc2oc1=O	2%	2%	-16%	12%	7	32%[activator]	1
COc1ccc(Cc2nnc(NC(=O)c3ccc(OC)cc3OC)s2)cc1	3%	0%	1.7µM*	4%	32*	?	/
CC(C)c1cccc(C(C)C)c1NC(=O)COC(=O)C1=COCCO1	-3%	2%	3%	-2%	-1	-9%	17
CCCn1c(=O)c2ccccc2n2c(SCCOc3ccccc3F)nnc12	0%	3%	?	2%	-3	0%	-1
O=C(Cc1cccs1)N1CCN(c2nc(-c3ccc(Cl)cc3)cs2)CC1	-2%	-17%	-16%	2%	-5	106%[activator]	-5

Reformatted with values under each structure: entries from further up.
Every second line gives: AMA1 RON2 block	TbPYK inhibitor	Pf growth 48h	LmPK inhibitor	CHX counter	Pf growth 96h	Shiga inhibitor
O=C(CCc1nnc(-c2ccc(-c3ccccc3)cc2)o1)N1CCCCC1
  -4%	0%	?	3%	49*	-19%	69*
OCC[C@@H]1C[C@H](O)[C@@H](O)[C@@]2(Cc3ccccc3CO2)O1
  -3%	2%	14%	-4%	-1	19%	-2

Carrying on.
SMILES	AMA1 RON2 block	TbPYK inhibitor	Pf growth 48h	LmPK inhibitor	CHX counter	Pf growth 96h	Shiga inhibitor
COc1ccc(-c2nnc(-c3ccc(OCC(C)C)cc3)o2)cc1	-2%	-12%	48%[activator]	-1%	19	58%[activator]	-7
CC1(c2ccccc2)NC(=O)N(CC#N)C1=O (centres undefined)	7%	-7%	-22%	1%	-3	9%	14
Cc1ccc(CNC(=O)CN(c2cccc([N+](=O)[O-])c2)S(C)(=O)=O)cc1	0%	2%	-1%	-2%	-3	35%[activator]	20
Cc1cccc(C)c1NC(=O)CCCSc1nnc(-c2ccco2)o1	-1%	2%	?	-6%	-2	/	-12
O=C(NC(=S)Nc1ccc2c(c1)OCCO2)c1ccccc1	6%	3%	-10%	-18%	55*	15%	73*
CN(C(=O)CSc1nc2ccccc2s1)c1c(N)n(Cc2ccccc2)c(=O)[nH]c1=O	5%	1%	?	5%	8	39%[activator]	10
CCOC(=O)N1CCC(NC(=O)CCc2c(C)nc3ncnn3c2C)CC1	9%	-14%	51%[activator]	11%	-3	65%[activator]	-9
Cc1cc(C)n(CCCNC(=O)c2ccc3c(c2)NC(=O)CS3)n1	29%	-16%	-17%	0%	-2	23%	-21
Cc1cccc(-c2oc3ccccc3c2-c2ccc3c(c2)OCO3)c1	3%	-1%	?	-1%	-3	9.3µM*	-4
CC(NC(=O)Cc1cccs1)c1ccccc1 (centres undefined)	6%	12%	37%[activator]	-1%	-1	134%[activator]	-7
COc1cc(CC(=O)Nc2ccccc2N2CCOCC2)cc(OC)c1OC	-5%	1%	-29%	5%	-4	?	13
Cc1cc(C)cc(N(CCC#N)C(=O)COC(=O)C2=COCCO2)c1	-1%	-4%	?	/	/	8%	/
Cc1ccc(NC(=O)C(CC(C)C)NC(=O)C2CCC(C)CC2)nc1 (centres undefined)	-9%	1%	?	5%	-3	-15%	-6
COC(=O)C1CCN(c2cc(=O)n(-c3ccccc3Cl)c(=O)[nH]2)CC1	-6%	2%	6.6µM*	-11%	3	19%	26
O=C(O)c1ccccc1SCc1nc2ccccn2c1Br	-2%	1%	-3%	3%	-3	22%	-3
O=C(O)Cc1c(C(=O)O)nnn1-c1ccc(Cl)cc1Cl	-14%	2%	?	0%	-4	12%	12
COc1ccc([N+](=O)[O-])cc1NC(=O)C(C)OC(=O)c1ccccc1C(=O)c1ccc(Cl)cc1 (centres undefined)	0%	0%	?	5%	1	?	-13
O=C(NCc1ccc(F)cc1)c1cccnc1	16%	-3%	34%[activator]	-9%	-3	12%	/
C=CCOc1cccc(C2/C(=C(/O)c3ccc4c(c3)CC(C)O4)C(=O)C(=O)N2CCN2CCOCC2)c1 (centres undefined)	15%	0%	-12%	1%	8	-10%	-5
O=C(NCCc1ccccc1)C(=O)NCC1OCCN1S(=O)(=O)c1cc(F)ccc1F (centres undefined)	10%	0%	20%	-4%	11	-13%	25
Cc1ccc(NS(=O)(=O)c2ccc(OCC(=O)NCc3ccncc3)cc2)cc1	-1%	-6%	-26%	2%	-1	-11%	-6
COc1ccc(N2C(=O)CC(n3c(CCCCO)nc4ccccc43)C2=O)cc1 (centres undefined)	4%	-8%	-1%	0%	-2	10%	-18
CC(C)CC(NC(=O)c1ccccc1NC(=O)c1ccccc1)C(=O)O (centres undefined)	11%	11%	-24%	-1%	-3	?	13
CCC1(C(=O)O)NC(c2cc(OC)ccc2O)C2C(=O)N(Cc3ccccc3)C(=O)C21 (centres undefined)	160%[activator]	-9%	/	13%	-1	?	-10
O=C1CSC(c2ccc(F)cc2)N1c1c(F)cccc1F (centres undefined)	1%	3%	-3%	-7%	21*	2%	22

Another view of part of the listing above.
SMILES | AMA1 RON2 block | TbPYK inhibitor | Pf growth 48h | LmPK inhibitor | CHX counter | Pf growth 96h | Shiga inhibitor
Cc1ccc(CNC(=O)CN(c2cccc([N+](=O)[O-])c2)S(C)(=O)=O)cc1 | 0% | 2% | -1% | -2% | -3 | 35%[activator] | 20
Cc1cccc(C)c1NC(=O)CCCSc1nnc(-c2ccco2)o1 | -1% | 2% | ? | -6% | -2 | / | -12
O=C(NC(=S)Nc1ccc2c(c1)OCCO2)c1ccccc1 | 6% | 3% | -10% | -18% | 55* | 15% | 73*

Following part:
SMILES	AMA1 RON2 block	TbPYK inhibitor	Pf growth 48h	LmPK inhibitor	CHX counter	Pf growth 96h	Shiga inhibitor
Cc1c(C(=O)NC2CCN(Cc3ccccc3)C2)oc2ccc(Br)cc12 (centres undefined)	?	-4%	-3%	0%	14*	25%	78*
N#C/C(=C\c1cc2ccccc2nc1N1CCOCC1)C(=O)Nc1ccc(N2CCOCC2)cc1	0%	-2%	13%	1%	-3	-1%	-8
c1ccc(-n2ncc3c(N4CCCC4)ncnc32)cc1	-1%	-1%	10%	6%	9	28%	28
Cc1ccc(C)c(NC(=O)C2CCCN(c3cnccn3)C2)c1 (centres undefined)	-2%	-9%	0%	-10%	-7	86%[activator]	-5
COc1cccc(NC(=O)C2CCCN2S(=O)(=O)c2ccc3c(c2)n(C)c(=O)c(=O)n3C)c1 (centres undefined)	-2%	1%&4%	3%	-2%	13	10%	-3
Cc1c(C#N)c(=O)c(-[n+]2ccccc2)c([S-])n1-c1ccc(Cl)cc1	16%	?	11%	0%	1	2%	-7
Oc1c(Cl)cc(Cl)cc1CNc1nccs1	18%	-6%	6%	-6%	-2	?	-11
CCC(=O)Nc1cccc(C(=O)OC)c1	1%	1%	46%[activator]	-1%	-2	-1%	10
CCOc1ccc(S(=O)(=O)N2CCN(C(=O)c3oc4ccc(OC)cc4c3C)CC2)cc1	0%	5%	10µM*	/	/	?	/
CCCCC(=O)Nc1ccc(NC(=O)c2cccnc2)cn1	26%	1%	-11%	2%	-2	/	-2
CCN(CCn1cccn1)C(=O)C1CCC(=O)N(CC2CCCCC2)C1 (centres undefined)	-2%	1%	-2%	2%	1	-16%	7
O=C(N/N=C\c1ccc(Br)o1)C1COc2ccccc2O1 (centres undefined)	20%	-13%	-5%	1%	9	?	52
NC(=O)c1sc2nc(N3CCCCC3)c3c(c2c1N)CCCC3	18%	-2%	?	0%	-3	-4%	-4
COc1cc(CCC(=O)OCC(=O)Nc2c(C)cccc2C(C)C)cc(OC)c1OC	-19%	-4%	-10%	1%	-9	-21%	-14
O=C(C1CCN(c2nnnn2-c2ccccc2)CC1)N1CCN(c2ccccc2)CC1	-2%	5%	-11%	0%	-3	60%[activator]	-10
Cc1ccc(-c2csc3ncnc(NCCC(=O)O)c23)cc1C	2%	-1%	0%	-1%	-1	35%	-12
Cc1ccc(C)c(N2CCN(CC(=O)Nc3ccc4[nH]c(=O)[nH]c4c3)CC2)c1	0%	3%	12%	1%	-1	?	-3
Cc1cc(C)cc(NC(=O)C2CCN(c3nccs3)CC2)c1	-18%	0%	11%	2%	-1	/	-11
CN(C)S(=O)(=O)c1cc(S(=O)(=O)N(C)C)c(Cl)cc1N	2%	0%	15%	2%	7	?	-3
CCOc1cc(CNc2ccccc2SC)ccc1O	/	/	-9%	-8%	23	/	-9

Not a hit list. Share with any hit: about 21%.
